Screens from PubChem.
SIAH1 antagonists – Siah-1 peptide-binding antagonists, primary screen, biochemical, fluorescence polarization, rhodamine-plectin, uHTS (AID 1817) | Siah-1 / rhodamine-plectin peptide fluorescence polarization; higher % means a stronger effect | displacement, % at 20 µM, or IC50 in µM where a hit was titrated | 290,000 compounds, 0.02% hits;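 active = displacement of at least 50% at 20 µM, with a fluorescence ratio check between 0.3 and a set limit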;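 also: plate controls were Siah plus tracer with DMSO for no effect and tracer alone without Siah for full effect; strong numbers were not always called active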
LYP inhibition – inhibitors of LYP phosphatase, biochemical, fluorescence intensity, uHTS (AID 1779); recombinant LYP phosphatase, fluorescence intensity; higher % means a stronger effect; 290,000 compounds, 0.054% hits; inhibition, % at 11.5 µM; hits with a dose series show IC50 in µM;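 also: plate controls were vehicle with enzyme for no effect and no enzyme for full effect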
P. falciparum M17LAP – P. falciparum M17LAP inhibitors, primary screen, biochemical, fluorogenic H-Leu-NHMec substrate, 1536-well (AID 1619). recombinant M17LAP, H-Leu-NHMec fluorogenic kinetic assay; higher % means a stronger effect. 220,000 compounds, 0.38% hits. inhibition, % at 30 µM, or IC50 in µM where a hit was titrated;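 active = compound inhibiting the enzyme by more than half at any dose during confirmatory dose-response retesting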;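 also: plate controls were full reaction with DMSO carrier for no effect and no enzyme background for full effect; strong numbers were not always called active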
Dynein cargo inh – blocks dynein driven cargo transport along microtubules. 3617.4 mouse cells, GR-EGFP nuclear translocation imaging; test concentration mostly 20 µM; stimulated with dexamethasone, 1 µM; stronger effect = lower value. z-score, hits read low. 220,000 compounds, 0.47% hits. AID 1381;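 active = plate z-score of nuclear minus cytoplasmic receptor signal below a set negative limit, without overly bright fluorescence or cell loss, cut at about -3.5 in these data, passing the limit was not always enough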;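 also: z-score of nuclear minus cytoplasmic ring GR-EGFP intensity difference per well; some compounds called inactive have numbers as strong as hits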
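Buffer or medium: Induction medium lacking tetracycline, stripped serum | Also added: Dexamethasone agonist, 1.0 µM final, for 30 min | Timing: 48 h induction, 1 h compound, 30 min dex at 37 °C | Detection: Formaldehyde fixation, Hoechst nuclear stain, 10x automated fluorescence imaging | Measure: Nuclear versus cytoplasmic GR-EGFP signal, averaged per well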
XIAP antagonists – XIAP antagonists, biochemical, IAP family, fluorescence polarization (AID 1018); XIAP BIR domain, fluorescence polarization peptide displacement; higher % means a stronger effect; displacement, % at 20 µM; hits with a dose series show IC50 in µM; 200,000 compounds, 0.007% hits; in the data active = displacement above about 50%; also: a part of the inactive calls stands beside numbers as strong as those of hits
M1AAP inhibition – P. falciparum M1AAP inhibitors, biochemical, fluorogenic H-Leu-NHMec substrate, 1536-well (AID 1445); recombinant M1AAP, H-Leu-NHMec fluorogenic kinetic assay; higher % means a stronger effect; 220,000 compounds, 0.42% hits; inhibition, % at 30 µM; hits with a dose series show IC50 in µM;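 active = primary inhibition above the hit cutoff, then over 50% inhibition at one or more dose response concentrations, cut at about 23% in these data, passing the limit was not always enough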;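 also: plate controls were DMSO full reaction for no effect and no enzyme background for full effect; strong numbers were not always called active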
PMI inhibition – human PMI inhibitors, high substrate, primary screen, biochemical, fluorescence intensity, high mannose 6-phosphate (AID 1220); recombinant PMI enzyme, coupled fluorescence intensity; higher % means a stronger effect; 190,000 compounds, 0.66% hits; one-dose inhibition, % at 20 µM; IC50 in µM for titrated hits
human PMI inhibition – MPI enzyme activity inhibition – biochemical, fluorescence intensity, coupled assay, primary screen (AID 1209); purified PMI enzyme, coupled fluorescence intensity; higher % means a stronger effect; inhibition, % at 20 µM, or IC50 in µM where a hit was titrated; 190,000 compounds, 0.42% hits;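 also: plate controls were DMSO vehicle for no effect and wells lacking substrate for full effect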
AID2073 – inhibitors of Mint1-CaV2.2 protein interaction, biochemical, HTRF (AID 2073). HTRF protein-protein interaction, Mint1-CaV2.2; higher % means a stronger effect. inhibition, % at 20 µM; hits with a dose series show IC50 in µM. 290,000 compounds, 0.19% hits; in the data active = inhibition mostly above about 51%, no sharp cut-off; also: some results filed as inactive read as strong as hits
Dynein cargo inh cytoplasmic EGFP – second read-out of Dynein cargo inh, no call of its own (marks repeat the call); z-score; measured here: cytoplasmic GR-EGFP intensity; stronger effect = higher value
Dynein cargo inh nuclear GR-EGFP – also measured in Dynein cargo inh; calls as there; z-score; measured here: nuclear GR-EGFP intensity;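 lower value marks the stronger effect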
Dynein cargo inh cell count – also measured in Dynein cargo inh; calls as there; z-score; measured here: cell count per field
* = called active by the depositor; . = not tested or not shown; & = joins results of further samples. Rule as the data show it, unless noted: active = inhibition above about 50%; inactive = the rest. The list is partial; count on the stated rates, not on these rows.

| nr | Molecule | XIAP antagonists | human PMI inhibition | SIAH1 antagonists | Dynein cargo inh cell count | AID2073 | Dynein cargo inh |
| --- | --- | --- | --- | --- | --- | --- | --- |
| 1 | COc1ccc(OCC(=O)N2CCN(C3CCC(c4ccccc4)CC3)CC2)cc1 (stereo unspecified) | -7.5% | -7% | 4% | -0.19 | 7% | -0.11 |
| 2 | CC(C)(C)c1nc(NCc2ccc3c(c2)OCO3)c2nnn(Cc3ccccc3Cl)c2n1 | -6.7% | 6% | -1% | 0.83 | 10% | 0.28 |
| 3 | Cn1c(O)c(/C=N/NC(=O)c2ccncc2)c(=O)n(C)c1=S | . | . | 10% | 0.4 | -11% | -0.38 |
| 4 | Cc1ccc(-n2nc(C)c3c2NC(=O)CSC3c2ccc3c(c2)OCO3)cc1 (stereo unspecified) | -1.7% | -4% | -3% | -0.09 | -8% | -0.22 |
| 5 | O=c1[nH]c(=O)n(Cc2ccc(F)cc2)c(O)c1C=NCCCO | -3.0% | -3% | 2% | 0.78 | -2% | -0.21 |
| 6 | CCN1CCN(c2cc(N3CCCC3)c([N+](=O)[O-])cc2F)CC1 | -3.0% | 22% | -6% | -0.15 | 0% | -0.36 |
| 7 | O=P(C(c1c[nH]c2ccccc12)N1CCOCC1)(N1CCOCC1)N1CCOCC1 (stereo unspecified) | -3.1% | -2% | -4% | -0.29 | -6% | 0.9 |
| 8 | O=[N+]([O-])c1ccc(N2CCNCC2)cc1NCc1ccco1 | -4.7% | 15% | -4% | -2.4 | 3% | 3.9 |
| 9 | C=Cn1ccnc1P(=S)(c1nccn1C=C)c1nccn1C=C | -8.7% | -5% | -7% | -0.75 | -5% | 1.1 |
| 10 | O=C1NC(=O)C(CCc2ccccn2)(Cc2cccc(Cl)c2Cl)C(=O)N1c1ccc(Br)cc1 (stereo unspecified) | -1.4% | 22% | 4% | 0.058 | 6% | -0.63 |
| 11 | C=C(COC(C)=O)CC1CC(O)[C@]2(C)OC3CC4OC5C[C@]6(C)O[C@]7(C)CCC8OC9C[C@]%10(C)OC%11C(C)=CC(=O)OC%11CC%10OC9C[C@@H](C)C8OC7CC6O[C@]5(C)C/C=C\C4OC3CC2O1 (stereo partly specified) | . | . | 12% | -0.17 | 7% | 0.88 |
| 12 | CCCCn1c(O)c(C(=O)/C=C/c2c[nH]c3ccccc23)c(=O)[nH]c1=O | . | . | -1% | 0.49 | 16% | -0.12 |
| 13 | CCC12CN3CCN(CC(C3)/C1=N\O)C2 | 2.0% | -8% | -2% | 1 | 2% | -1.1 |
| 14 | C[N+]1(C)[C@@H]2CC(OC(=O)[C@H](CO)c3ccccc3)C[C@H]1[C@@H]1O[C@@H]12 (stereo partly specified) | -4.4%&-5.1% | -3%&-3% | 13%&-1% | 0.56 | -1%&10% | 0.33 |
| 15 | CCOc1ccc2oc(C(=O)NN3C(C)CCCC3C)c(C)c2c1 (stereo unspecified) | -10% | -2% | 7% | 0.44 | 20% | 0.056 |

| nr | Dynein cargo inh cytoplasmic EGFP | M1AAP inhibition | LYP inhibition | PMI inhibition | Dynein cargo inh nuclear GR-EGFP | P. falciparum M17LAP |
| --- | --- | --- | --- | --- | --- | --- |
| 1 | -0.23 | -2% | 0% | 2% | 0.073 | 5% |
| 2 | 0.064 | 1% | -6% | 3% | 0.23 | -11% |
| 3 | -0.8 | 13% | -5% | . | -0.52 | 5% |
| 4 | -0.15 | 15% | -2% | 8% | 0.49 | 13% |
| 5 | -0.23 | 5% | -1% | 1% | -0.28 | 6% |
| 6 | -0.25 | 6% | 1% | 25% | 0.75 | 4% |
| 7 | -0.27 | 2% | -2% | -3% | 0.74 | 6% |
| 8 | 0.0038 | 9% | 0% | 37% | 1.7 | 28% |
| 9 | -0.11 | 2% | -6% | 1% | 0.89 | -6% |
| 10 | -0.27 | 5% | -6% | 16% | 0.48 | 13% |
| 11 | -0.79 | -3% | 0% | . | 0.56 | -4% |
| 12 | 2 | -5% | 0% | . | 0.42 | 7% |
| 13 | -0.24 | -3% | -6% | -5% | -0.35 | 5% |
| 14 | -0.27 | 0%&2% | -6%&-4% | -3%&-6% | 0.6 | 3%&-3% |
| 15 | -0.34 | 0% | 1% | 0% | 0.34 | -6% |

Fetched by structure from above (2):
| nr | Molecule | XIAP antagonists | human PMI inhibition | SIAH1 antagonists | Dynein cargo inh cell count | AID2073 | Dynein cargo inh |
| --- | --- | --- | --- | --- | --- | --- | --- |
| 7 | O=P(C(c1c[nH]c2ccccc12)N1CCOCC1)(N1CCOCC1)N1CCOCC1 (stereo unspecified) | -3.1% | -2% | -4% | -0.29 | -6% | 0.9 |
| 10 | O=C1NC(=O)C(CCc2ccccn2)(Cc2cccc(Cl)c2Cl)C(=O)N1c1ccc(Br)cc1 (stereo unspecified) | -1.4% | 22% | 4% | 0.058 | 6% | -0.63 |

| nr | Dynein cargo inh cytoplasmic EGFP | M1AAP inhibition | LYP inhibition | PMI inhibition | Dynein cargo inh nuclear GR-EGFP | P. falciparum M17LAP |
| --- | --- | --- | --- | --- | --- | --- |
| 7 | -0.27 | 2% | -2% | -3% | 0.74 | 6% |
| 10 | -0.27 | 5% | -6% | 16% | 0.48 | 13% |

Results in sequence from above.
SIAH1 antagonists, entries 4 to 15 → -3%, 2%, -6%, -4%, -4%, -7%, 4%, 12%, -1%, -2%, 13%&-1%, 7%
P. falciparum M17LAP, entries 4 to 15 → 13%, 6%, 4%, 6%, 28%, -6%, 13%, -4%, 7%, 5%, 3%&-3%, -6%
M1AAP inhibition, entries 4 to 15 → 15%, 5%, 6%, 2%, 9%, 2%, 5%, -3%, -5%, -3%, 0%&2%, 0%

Later entries.
| nr | Molecule | XIAP antagonists | human PMI inhibition | SIAH1 antagonists | Dynein cargo inh cell count | AID2073 | Dynein cargo inh |
| --- | --- | --- | --- | --- | --- | --- | --- |
| 16 | C=CCN1C(=O)C2(C(C(=O)OCC)=C(N)Oc3ccccc32)c2c1c1ccccc1oc2=O (stereo unspecified) | -6.4% | 10% | 2% | 1.2 | -5% | -0.4 |
| 17 | CCC(CC)N1CCN(C(=O)Cc2ccccc2)CC1 | -7.6% | 1% | 12% | -0.092 | 15% | 1.3 |
| 18 | O=c1[nH]c(=O)n(-c2ccccc2)c(O)c1N=Nc1ccc(Br)cc1 | -16% | -2% | -3% | -0.29 | -6% | 0.86 |
| 19 | O=c1[nH]c(=S)[nH]c(O)c1N=Nc1ccc(S(=O)(=O)N2CCOCC2)cc1 | . | . | 4% | 0.4 | -28% | -0.56 |
| 20 | O=C(CCn1nc(-c2ccc(Cl)cc2)ccc1=O)N1CCC2(CC1)OCCO2 | -6.2% | -14% | -1% | 0.49 | -9% | -0.54 |
| 21 | CN(C)CC#CCC(O)(c1ccccc1)C1CCCC1 (stereo unspecified) | -6.2% | -4% | 2% | -0.058 | 0% | 0.77 |
| 22 | CC(=O)C1(c2ccccc2)CCNCC1 | -2.9% | 12% | -1% | 0.14 | 3% | -0.74 |
| 23 | c1ccc2c(NC3=NCCS3)cccc2c1 | 1.0% | 0% | 0% | 0.21 | -15% | 1.9 |
| 24 | Cc1ccsc1C(=O)C1CCCN(Cc2c(C)nn(C(C)C)c2C)C1 (stereo unspecified) | -5.4% | -9% | -1% | -1.4 | 1% | 1 |
| 25 | CC(c1ccccc1)n1cncc1C(=O)N1CCCC1=O (stereo unspecified) | 5.1% | -10% | 5% | 0.63 | 5% | -0.2 |
| 26 | CCCCSP1(=S)NCCCO1 (stereo unspecified) | -2.0% | 4% | 1% | 0.15 | -6% | 0.034 |
| 27 | CC(=O)c1cn(Cc2ccccc2C#N)c2ccccc12 | -2.8% | 13% | 5% | 0.74 | -6% | 0.019 |
| 28 | COc1ccc2nc(NC3=NCCN3)sc2c1 | -6.2% | 7% | 2% | 0.64 | -4% | -0.56 |
| 29 | CCOC(C(=O)OCCC[N+](C)(CC)CC)(c1ccccc1)c1ccccc1 | -7.0% | 9% | 0% | 0.6 | -8% | -0.028 |
| 30 | COc1ccc(OC)c(C(O)C(C)N)c1 (stereo unspecified) | -5.1% | -7% | 6% | 0.55 | 10% | 0.05 |
| 31 | O=C(c1cn(Cc2ccccc2)c2ccccc12)N1CCCCC1 | -2.7% | -5% | -5% | 0.29 | -12% | 0.28 |
| 32 | C=C(CC1CC(O)[C@]2(C)OC3CC4OC5C[C@]6(C)O[C@]7(C)CCC8OC9C[C@]%10(C)OC%11C(C)=CC(=O)OC%11CC%10OC9C[C@@H](C)C8OC7CC6O[C@]5(C)C/C=C\C4OC3CC2O1)C(=O)O (stereo partly specified) | -11% | 4% | 1% | 0.51 | 10% | -1.2 |
| 33 | O=c1[nH]c(=O)n(C2CCCCC2)c(O)c1C1NCCc2ccccc21 (stereo unspecified) | -8.3% | -5% | -1% | 1.1 | -1% | -1.2 |

| nr | Dynein cargo inh cytoplasmic EGFP | M1AAP inhibition | LYP inhibition | PMI inhibition | Dynein cargo inh nuclear GR-EGFP | P. falciparum M17LAP |
| --- | --- | --- | --- | --- | --- | --- |
| 16 | -0.27 | 4% | 2% | 6% | -0.23 | -21% |
| 17 | -0.23 | -6% | -5% | 3% | 0.71 | -8% |
| 18 | -0.3 | 17% | -3% | 3% | 0.82 | 10% |
| 19 | -0.21 | 12% | 1% | . | -0.4 | 1% |
| 20 | -0.25 | 13% | -6% | -7% | -0.32 | 2% |
| 21 | -0.28 | -1% | -12% | -9% | 0.49 | 8% |
| 22 | -0.27 | 0% | 2% | 12% | -0.21 | 6% |
| 23 | -0.29 | 8% | -6% | -3% | -0.14 | 14% |
| 24 | -0.14 | 5% | -7% | -1% | 0.83 | 2% |
| 25 | -0.2 | -2% | -8% | -13% | 0.055 | -5% |
| 26 | -0.17 | 4% | -4% | 3% | 0.085 | 3% |
| 27 | -0.22 | -7% | -4% | 11% | 0.06 | 12% |
| 28 | -0.28 | 5% | -7% | 3% | -0.49 | -10% |
| 29 | -0.2 | -7% | -8% | 2% | 0.015 | -9% |
| 30 | -0.3 | 5% | -2% | 2% | 0.48 | 4% |
| 31 | -0.39 | 1% | -1% | 6% | 0.4 | -7% |
| 32 | -0.27 | -4% | 3% | 4% | -0.43 | -7% |
| 33 | -0.22 | 4% | -3% | -8% | 0.039 | 7% |

Taken from above.
Dynein cargo inh with O=C(CCn1nc(-c2ccc(Cl)cc2)ccc1=O)N1CCC2(CC1)OCCO2 reads -0.54
human PMI inhibition with CCCCSP1(=S)NCCCO1 (stereo unspecified) reads 4%
Dynein cargo inh cell count with COc1ccc(OC)c(C(O)C(C)N)c1 (stereo unspecified) reads 0.55
